Tau FP inhib = inhibitors of human tau fibril formation. P10636. K18 P301L tau heparin fibrillization, Alexa594 FP, 6 h. Potency, µM (top dose mostly 57.7 µM), without a hit: at the highest dose activity, negative = inhibition, usual class: inhibitors. actives 0.39% (n = 280,000); further: on the % scale 0 is the no-effect control and ±100 the full control effect; nearly all actives have a fitted effect of over 55% in size
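FP of Alexa 594-tau after heparin (20 uM) induction. Substrate: human K18 P301L, 15 uM unlabeled, 0.24 uM labeled. Buffer 100 mM sodium acetate pH 7. 6 hr, 37 C.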
TRb SRC2 PPI = inhibitors of human thyroid hormone receptor beta-SRC2 interaction; AID 1469; TRbeta-SRC2 peptide binding, fluorescence polarization; receptor liganded with 1 µM T3; Potency, µM (doses to about 106 µM), for the others: top-dose activity change, negative = inhibition, hits mostly inhibitors; actives 0.065% (n = 280,000); P10828;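 further: plate controls were bound peptide for no effect and peptide without receptor for full effect; nearly all actives have a fitted effect of over 50% in size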
Target sequence (P10828 whole entry, looked up): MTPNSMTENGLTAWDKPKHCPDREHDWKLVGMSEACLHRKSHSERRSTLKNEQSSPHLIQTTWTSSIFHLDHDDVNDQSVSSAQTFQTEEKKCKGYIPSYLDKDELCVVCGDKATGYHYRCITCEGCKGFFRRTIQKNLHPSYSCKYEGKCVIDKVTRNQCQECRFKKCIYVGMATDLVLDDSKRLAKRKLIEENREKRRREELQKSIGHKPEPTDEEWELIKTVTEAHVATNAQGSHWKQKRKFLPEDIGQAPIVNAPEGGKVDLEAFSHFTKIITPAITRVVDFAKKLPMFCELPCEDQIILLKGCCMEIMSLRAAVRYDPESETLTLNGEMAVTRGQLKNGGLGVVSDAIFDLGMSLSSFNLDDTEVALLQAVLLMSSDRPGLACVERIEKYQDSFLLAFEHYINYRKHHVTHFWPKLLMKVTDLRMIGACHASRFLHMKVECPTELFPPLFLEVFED
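A fluorescence polarization screen tested compounds at multiple concentrations against complex formation between 0.6 uM TRb ligand-binding domain and 20 nM Texas Red SRC2 peptide, with 1 uM T3 present; readout after 5 hr.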
RECQ1 helicase = inhibitors of human RECQ1 DNA helicase. RECQ1 DNA unwinding, red fluorescence kinetic read. Potency, µM (highest dose often 57.3 µM), for inactives: at the highest dose activity, negative = inhibition, usual class: inhibitors. actives 0.54% (n = 240,000). AID 2549;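 further: plate controls were vehicle for no effect and no enzyme for full effect; nearly all actives have a fitted effect of over 30% in size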
Target sequence (P46063 whole entry, looked up): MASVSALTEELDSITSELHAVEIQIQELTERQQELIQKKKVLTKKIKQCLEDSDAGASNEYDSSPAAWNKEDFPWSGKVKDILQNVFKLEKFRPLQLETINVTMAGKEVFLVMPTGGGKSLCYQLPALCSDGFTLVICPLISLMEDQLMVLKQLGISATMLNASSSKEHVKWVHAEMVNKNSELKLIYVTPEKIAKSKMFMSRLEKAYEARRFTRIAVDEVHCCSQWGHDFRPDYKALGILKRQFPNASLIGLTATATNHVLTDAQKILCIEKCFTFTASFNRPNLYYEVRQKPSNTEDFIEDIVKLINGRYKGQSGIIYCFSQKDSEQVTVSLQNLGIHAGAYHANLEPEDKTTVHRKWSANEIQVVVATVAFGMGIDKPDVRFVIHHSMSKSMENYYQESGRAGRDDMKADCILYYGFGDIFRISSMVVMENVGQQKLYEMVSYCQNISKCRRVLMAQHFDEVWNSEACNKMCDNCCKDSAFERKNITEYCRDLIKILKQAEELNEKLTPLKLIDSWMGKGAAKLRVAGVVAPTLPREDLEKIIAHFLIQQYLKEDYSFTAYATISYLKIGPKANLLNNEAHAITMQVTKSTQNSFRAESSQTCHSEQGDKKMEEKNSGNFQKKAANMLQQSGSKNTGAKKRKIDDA
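50 nM RECQ1T1 preincubated 15 min with compound in Tris pH 8.0 buffer with MgCl2, DTT, Tween-20 and 2.5 ug/ml poly(dI-dC); started with 200 nM TAMRA/BHQ-2 forked duplex and 2 mM ATP. Unwinding read as fluorescence (525/598 nm), two reads 2 h apart.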
L3MBTL1 inh = blocks human L3MBTL1. Potency, µM (titrated, usually from 57.1 µM), inactives show at the top dose activity, negative = inhibition, most hits filed as inhibitors. AID 485360. Q9Y468. AlphaScreen L3MBTL1–H3K9me1 peptide binding. actives 0.66% (n = 230,000); further: on the % scale 0 is the no-effect control and ±100 the full control effect; nearly all actives have a fitted effect of over 60% in size
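Displacement of a biotinylated histone H3(1-15) peptide monomethylated at Lys9 (75 nM) from L3MBTL1 (50 nM) was measured by AlphaScreen after a 30 min room-temperature compound incubation; cefsulodin titration served as intraplate control.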
Tau fibril ThT = tau fibrillization inhibition (ThT binding); actives 2.1% (n = 270,000); Potency, µM (titrated, usually from 57.4 µM), for the others: at the highest dose activity, negative = inhibition, usual class: inhibitors; P10636; AID 1460; recombinant tau K18 P301L, heparin-induced fibrillization, ThT fluorescence; further: on the % scale 0 is the no-effect control and ±100 the full control effect; nearly all actives have a fitted effect of over 55% in size
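Heparin-induced (20 uM) aggregation of recombinant human K18 P301L tau, 15 uM unlabeled with 0.24 uM labeled, pH 7 acetate buffer, 6 hr at 37 C with compound. Fibrils quantified by 30 uM ThT fluorescence after 1 hr ambient incubation.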
Tau fluor cs = counter-screen for tau fibril formation inhibitors; tau K18 P301L (four-repeat tau fragment) Alexa594 fluorescence, heparin fibrillization; Potency, µM (highest dose often 57.7 µM), for the others: top-dose activity change, negative = decrease; actives 0.93% (n = 280,000); AID 1463; further: on the % scale 0 is the no-effect control and ±100 the full control effect; nearly all actives have a fitted effect of over 55% in size
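Human K18 P301L tau (15 uM unlabeled plus 0.24 uM Alexa 594-labeled, final) in 100 mM sodium acetate pH 7 was mixed with compound and 20 uM heparin and incubated 6 hr at 37 C.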
HTT ATP protect = cytoprotection in Huntington HTT-Q103 PC12 cell model. PC12 HTT-Q103 induced, cytoprotection, ATP luminescence, 40 h. Potency, µM (top dose mostly 56.4 µM), without a hit: cytoprotection (ATP increase), usual class: activators. actives 0.14% (n = 230,000). AID 1471;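 further: % of control where 0% means no effect; nearly all actives have a fitted effect of over 45% in size; toxic huntingtin expression switched on by the ecdysone agonist tebufenozide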
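Quantitative HTS on tebufenozide-induced (100 nM) PC12 cells expressing HTTQ103 exon 1–GFP; compounds tested as a concentration series; survival measured via cellular ATP.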
TR SRC2 fluor cs = counter-screen for TRb-SRC2 inhibitors: fluorescence interference. TRb/SRC2 Texas Red total fluorescence interference. Potency, µM (series often up to 106 µM), inactives show top-dose fluorescence change, negative = quenching. actives 0.29% (n = 280,000). AID 1479; active means well fitted curve in either direction with a large enough effect; inconclusive means small, poorly fitted or top-dose-only effect; further: on the % scale 0 is the no-effect control and ±100 the full control effect
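Flags fluorescent or light-absorbing compounds by total fluorescence, S + 2P, at 555 nm excitation and 632 nm emission. Mixture: 20 nM Texas Red SRC2 peptide, 0.6 uM human TRb LBD, 1 uM T3, 5% DMSO; compound exposure 5 h at ambient temperature.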
Active calls of the source: *; i = inactive; ? = inconclusive; / = not tested or not shown; & = joins results of further samples; [ ] = remark or other dose. Unless noted, the call rests on the fitted dose curve; in most records, active means well fitted curve in the direction sought with a large enough effect; inconclusive means small, poorly fitted or top-dose-only effect, or another doubt; inactive means no such curve, though single readings can be large; an effect the other way counts as inactive or inconclusive. Potency means the concentration at half of the fitted maximal effect. This is a subset; rates above refer to the full screens.

1) c1ccc(CCNc2ncnc3nc[nH]c23)cc1
2) C=CC[C@@H]1C=C[C@@H](O/N=C\C[C@@H]2C=C[C@H](OC(C)=O)[C@H](COC(C)=O)O2)[C@@H](CO)O1
3) Clc1ccccc1Cn1c(/C=C/c2ccco2)nc2ccccc21
4) COc1ccccc1-n1c(SCC(=O)NC2CCCCC2)nc2c(c1=O)SCC2
5) CC(C)OC(=O)CSc1nnc2c(n1)[nH]c1ccc(F)cc12
6) CCc1nnc(NC(=O)CCC(=O)N2CCN(c3ccccn3)CC2)s1
7) Cc1ccc(C)c(S(=O)(=O)c2nnn3c2nc(NC2CCCCC2)c2sccc23)c1
8) Cc1[nH]c2ccccc2c1C(=O)CSc1nc2ccccc2[nH]1
9) Cn1cccc1/C=C1\CCC/C(=C\c2cccn2C)C1=O
10) Cc1ccc(C(=O)ONc2ccc(N=NC(=O)c3ccccc3O)cc2)cc1
compound no. | 1 | 2 | 3 | 4 | 5 | 6 | 7 | 8 | 9 | 10
Tau FP inhib | 0% | 5%[11.6 µM] | -21% | 1% | -10% | -4% | 4% | ? | 8% | -3%
TRb SRC2 PPI | 1% | 4%[11.2 µM] | -1%[53 µM] | -10% | -2% | -3% | -2% | -5% | 9% | -7%
RECQ1 helicase | 1% | -4%[11.5 µM] | -10% | -6% | 13% | -2% | / | -16% | -25% | -25%
L3MBTL1 inh | 21%[11.4 µM] | / | -11% | / | 7% | -1% | / | -7% | / | /
Tau fibril ThT | -4% | -2%[11.5 µM] | ? | -5% | 1% | -5% | 0% | -2% | 5µM* | 2.2µM*
Tau fluor cs | 4% | 0%[11.6 µM] | -7% | -4% | -2% | -5% | ? | ? | ? | ?
HTT ATP protect | -27%[0.074 µM] | -7%[10 µM] | 3%[10 µM] | -1% | 14%[10 µM] | 7% | / | -41%[inhibitor] | -48%[inhibitor] | -14%[10 µM]
TR SRC2 fluor cs | -1% | -1%[11.2 µM] | 3%[53 µM] | -2% | -3% | -2% | -4% | 0% | -1% | -4%

11) COc1ccccc1N1CCN(C(=O)CSc2n[nH]c(-c3ccccc3Cl)n2)CC1
12) N#Cc1c(-c2ccc(F)cc2)nc(-c2ccccc2)[nH]c1=O
13) CC(=O)c1cc(-c2ccccc2)n(CCC(=O)NC2CCCCCC2)c1C
14) O=C(CC1Nc2ccccc2NC1=O)Nc1ccccc1NC(=O)CC1Nc2ccccc2NC1=O (configuration not stated)
15) O=C(Cn1c(=O)sc2ccccc21)Nc1ccc(S(=O)(=O)N2CCCCC2)cc1
16) COc1ccc(-n2nc3cc(C)c(NC(=O)c4ccc(-c5ccc(Br)cc5)o4)cc3n2)cc1
17) O=C(OCc1ccccc1)C1=NNC2C(=O)N(Cc3ccccc3)C(=O)C12 (configuration not stated)
18) CC1=CC(C)(C)Nc2ccc(OC(=O)C(Cc3ccccc3)N3C(=O)C4CCCCC4C3=O)cc21 (configuration not stated)
19) COc1cc(NC(=O)Cn2c(=O)n(CC3CCCO3)c(=O)c3ccccc32)cc(OC)c1 (configuration not stated)
20) COc1cccc(N2CCN(C(=O)CCn3c(=S)[nH]c4cc5c(cc4c3=O)OCO5)CC2)c1
compound no. | 11 | 12 | 13 | 14 | 15 | 16 | 17 | 18 | 19 | 20
Tau FP inhib | ? | 3% | 8% | ? | ? | 5% | -11% | 18% | -5%&-4% | -3%
TRb SRC2 PPI | -10% | 6% | 4% | -10% | -14% | -2% | -4% | -7% | -1%&7% | 3%
RECQ1 helicase | / | i | -6% | -19% | -4% | / | i | i | -4% | -7%
L3MBTL1 inh | / | 3% | -13% | -11% | ? | / | 10% | / | 16% | 3%
Tau fibril ThT | -10% | 20% | 8% | ? | 3% | ? | 12% | ? | 9%&1% | 0%
Tau fluor cs | -14% | 18% | 10% | -26% | ? | -6% | -16% | ? | -17%&-25% | -4%
HTT ATP protect | / | -16% | 14%[10 µM] | -44%[inhibitor] | ? | / | -1% | -110%[inhibitor] | -27% | -8%[0.074 µM]
TR SRC2 fluor cs | -2% | 1% | -3% | -4% | 1% | 0% | -1% | -1% | -2%&6% | -1%

A second format for part of the listing above:
item | SMILES | Tau FP inhib | TRb SRC2 PPI | RECQ1 helicase | L3MBTL1 inh | Tau fibril ThT | Tau fluor cs | HTT ATP protect | TR SRC2 fluor cs
16 | COc1ccc(-n2nc3cc(C)c(NC(=O)c4ccc(-c5ccc(Br)cc5)o4)cc3n2)cc1 | 5% | -2% | / | / | ? | -6% | / | 0%
17 | O=C(OCc1ccccc1)C1=NNC2C(=O)N(Cc3ccccc3)C(=O)C12 (configuration not stated) | -11% | -4% | i | 10% | 12% | -16% | -1% | -1%

Results in TR SRC2 fluor cs and L3MBTL1 inh (2 entries from above):
No. | structure | TR SRC2 fluor cs | L3MBTL1 inh
17 | O=C(OCc1ccccc1)C1=NNC2C(=O)N(Cc3ccccc3)C(=O)C12 (configuration not stated) | -1% | 10%
19 | COc1cc(NC(=O)Cn2c(=O)n(CC3CCCO3)c(=O)c3ccccc32)cc(OC)c1 (configuration not stated) | -2%&6% | 16%

Following part.
21) O=C(CCn1cccn1)NCc1ccc(Cl)cc1
22) CCOc1ccc(NC(=O)c2cc3n(n2)C(C(F)(F)F)CC(c2ccco2)N3)cc1 (configuration not stated)
23) C=Cc1ccc(CSc2nc(-c3ccc(OC)cc3)nc3c2Cc2c(CO)cnc(C)c2O3)cc1
24) CCN(c1ccc(NC(=O)COC(=O)CCc2cc(OC)c(OC)c(OC)c2)cc1)C(C)C
25) COC(=O)c1ccc(Oc2c(C)oc3c(CN4CCN(C)CC4)c(O)ccc3c2=O)cc1
26) COC(=O)c1cc(NS(=O)(=O)c2ccc3c(c2)CCC(=O)N3)cc(C(=O)OC)c1
27) Cc1ccc(NC(=O)Cn2c(=O)n(CC3CCCO3)c(=O)c3ccccc32)cc1 (configuration not stated)
28) CN(C)[C@@H]1C(=O)C(C(=O)NCN2CCCC2)=C(O)[C@@]2(O)C(=O)C3=C(O)c4c(O)cccc4[C@@](C)(O)C3CC12 (some centres not stated)
29) COc1ccc(-n2c(SCC3CNC(=O)O3)nnc2-c2ccc(Cl)cc2)cc1 (configuration not stated)
30) COc1cccc(C2C(C(N)=O)=C(C)Nc3nc(-c4cccc(Cl)c4)nn32)c1 (configuration not stated)
compound no. | 21 | 22 | 23 | 24 | 25 | 26 | 27 | 28 | 29 | 30
Tau FP inhib | -1% | -6% | 0% | 10% | 1% | 4% | -9% | ? | -2% | 3%
TRb SRC2 PPI | -5% | -11% | 5% | -3% | 6% | 0% | 4% | -18% | 6% | 6%
RECQ1 helicase | / | 5% | / | 0% | -3% | -5% | / | 3.2µM* | -5% | -12%
L3MBTL1 inh | / | 7% | / | -20% | -8% | 2% | / | ? | 4% | 3%
Tau fibril ThT | -1% | ? | 4% | -12% | -11% | 0% | 0% | 14µM* | -10% | -5%
Tau fluor cs | -2% | -15% | 9% | -17% | -7% | -3% | -12% | ? | -11% | -2%
HTT ATP protect | / | -24%[10 µM] | / | -31% | -1% | 2%[10 µM] | / | / | 7%[10 µM] | -24%
TR SRC2 fluor cs | 2% | 1% | 0% | -3% | 2% | -1% | ? | ? | -1% | 0%

31) Cc1nc(CS(=O)(=O)c2ccccc2)cc(Sc2ccc(Cl)cc2)n1
32) CC1COC(c2cccn2Cc2ccccc2Cl)=N1 (configuration not stated)
33) CCN1C(=O)N[C@@H](c2ccc(Br)cc2)C(C(=O)OC)=C1C
34) CNC(=O)NC(=O)C(C)OC(=O)CCCSc1nc2ccccc2s1 (configuration not stated)
35) O=C(Nc1nn[nH]n1)c1ccc(S(=O)(=O)N2CCCCC2)cc1
36) COc1ccc(-n2ncc3c(NCCN4CCOCC4)ncnc32)cc1
37) Cc1ccc2c(c1)cc(C(=O)Nc1ccc(F)cc1F)n2C
38) O=C1[C@@H]2[C@H]3[C@H](O)[C@H](O)C/C(=N/OCc4ccccc4)[C@H]3CC[C@H]2C(=O)N1c1ccc(F)cc1F
39) CCCC(=O)NC(c1ccccc1Cl)c1c(O)ccc2ccccc12 (configuration not stated)
40) COc1ccc(NC(=O)NCCCN2CCN(c3cc(C)ccc3C)CC2)cc1
compound no. | 31 | 32 | 33 | 34 | 35 | 36 | 37 | 38 | 39 | 40
Tau FP inhib | 0% | -4% | -2%&3% | 1% | 7% | 1% | -12% | -6%[11.6 µM] | -1% | 7%
TRb SRC2 PPI | -3% | -3% | 0%&-6% | 4% | -2% | -7% | -2% | 0%[11.2 µM] | -10% | -13%
RECQ1 helicase | -4% | -6% | -10%&-15% | -1% | -16% | -5% | / | 15%[11.5 µM] | 2% | -8%
L3MBTL1 inh | 3% | -5% | 30% | 5% | 21% | / | / | / | -3% | -3%
Tau fibril ThT | -23% | -7% | 3%&1% | 1% | 6% | -17% | -11% | -6%[11.5 µM] | 0% | -15%
Tau fluor cs | -18% | -4% | 2%&0% | -5% | 7% | -7% | -13% | -7%[11.6 µM] | -28% | -28%
HTT ATP protect | 0%[10 µM] | 0% | ? | / | -21% | -14% | / | ? | -15%[10 µM] | -19%
TR SRC2 fluor cs | -4% | -1% | 2%&-7% | 2% | 0% | -3% | 9% | -1%[11.2 µM] | -2% | -1%

41) CCOc1ccccc1NC(=O)CN(C)S(=O)(=O)c1cnc[nH]1
42) CCC(=O)C1=C(c2ccc(F)cc2)N(C(=O)CC)n2c(nnc2-c2ccc(OC)cc2)S1
43) COC(=O)c1cc(OC)nc(OC)c1
44) CCN(C(=O)CSc1ccc2c(c1)OCCO2)C1CCS(=O)(=O)C1 (configuration not stated)
45) O=C(Cn1nnc2c(cnn2-c2ccccc2)c1=O)NCc1cccs1
compound no. | 41 | 42 | 43 | 44 | 45
Tau FP inhib | 4% | ? | 0% | -10% | 8%
TRb SRC2 PPI | 2% | -2% | -1% | -22% | -1%
RECQ1 helicase | 16µM* | / | -9% | -5% | -5%
L3MBTL1 inh | 14% | / | 3% | 21% | 6%
Tau fibril ThT | -5% | ? | -10% | -9% | 0%
Tau fluor cs | -2% | -20% | -12% | -18% | 0%
HTT ATP protect | -27% | / | 2%[10 µM] | -3% | -30%
TR SRC2 fluor cs | -1% | 0% | 1% | 2% | -4%

Screens (PubChem)
